# FLuc inh: firefly luciferase inhibition; P08659; purified firefly luciferase, luminescence, 8 min; Potency, µM (series often up to 57.1 µM), without a hit: at the top dose activity change, negative = inhibition, hits mostly inhibitors; 72,000 tested, 2.2% active; further: potency means the concentration at half of the fitted maximal effect; on the % scale 0 is the no-effect control and ±100 the full control effect; nearly all actives have a fitted effect of over 40% in size
# Target sequence (P08659 whole entry, looked up): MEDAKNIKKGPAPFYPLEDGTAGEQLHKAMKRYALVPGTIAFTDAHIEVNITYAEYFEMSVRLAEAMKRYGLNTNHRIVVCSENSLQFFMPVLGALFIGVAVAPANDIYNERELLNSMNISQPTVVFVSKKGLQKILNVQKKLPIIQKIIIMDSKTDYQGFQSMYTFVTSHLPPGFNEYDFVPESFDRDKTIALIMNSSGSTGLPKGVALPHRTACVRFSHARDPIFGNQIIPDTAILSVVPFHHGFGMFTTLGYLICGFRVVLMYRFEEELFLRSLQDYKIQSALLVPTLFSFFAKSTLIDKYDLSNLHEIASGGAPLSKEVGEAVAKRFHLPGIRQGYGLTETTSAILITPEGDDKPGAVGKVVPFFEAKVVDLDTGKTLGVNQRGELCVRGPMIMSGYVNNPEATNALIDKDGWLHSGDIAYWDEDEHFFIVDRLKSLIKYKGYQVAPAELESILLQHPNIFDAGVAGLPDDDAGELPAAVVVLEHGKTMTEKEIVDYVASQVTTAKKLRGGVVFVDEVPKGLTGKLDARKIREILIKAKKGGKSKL
#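 Here, luciferase activity is measured as luminescence following an 8 min room-temperature reaction at 10 uM ATP, pH 7.2. Every library sample is titrated.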
# 4MU fluor: compounds fluorescent in 4-MU spectral region; max dye-equivalent concentration, M; 59,000 tested, 11% active; AID 589; compound autofluorescence, 340/450 nm, 4-MU equivalents; stronger effect = higher value; in the data active means max dye-equivalent concentration above about 10 nM; inconclusive means mostly about 1.1 nM to 9.6 nM
#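 Compounds in 100 mM Tris, pH 8.0, incubated 15 min at room temperature, then fluorescence read at 340 nm excitation/450 nm emission. Signal converted to 4-MU dye-equivalent concentration using an on-plate six-point 4-MU standard curve.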
# Fluorescein autfl: compound fluoresces in the fluorescein spectral region; Compound autofluorescence, 480/540 nm, fluorescein-equivalent; stronger effect = higher value; max fluorescein-equivalent concentration, M; 59,000 tested, 0.91% active; AID 593; in the data active means max fluorescein-equivalent concentration above about 10 nM; inconclusive means between about 1.1 nM and that limit
#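 Autofluorescence profiling; 100 mM Tris, pH 8.0; incubation 15 min at RT; ex/em 480/540 nm; result as fluorescein-equivalent concentration.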
# Hsp90 Hop PPI: changes Hsp90-Hop TPR2A binding signal, up or down; AlphaScreen TPR2A-His6 binding biotin-Hsp90 C-terminal peptide; Potency, µM (doses to about 57 µM), for inactives: at the top dose activity change, negative = inhibition; 71,000 tested, 0.44% active; active means well fitted curve in either direction with a large enough effect; inconclusive means small, poorly fitted or top-dose-only effect, or another doubt; further: potency means the concentration at half of the fitted maximal effect; on the % scale 0 is the no-effect control and ±100 the full control effect; many of its hits are not listed in these tables
# GFP derepression: derepresses silenced GFP locus in mouse C127i cells. mouse C127i GFP locus derepression, cytometry, 30 h. Potency, µM (series often up to 46.1 µM), for inactives: at the top dose GFP derepression (activation). 68,000 tested, 0.09% active; further: % of control where 0% means no effect
#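 Read-out is the number of GFP-positive cells, scored as fluorescent objects 20 to 120 um wide, reflecting derepression of a silenced CMV-GFP reporter in murine C127i cells after 30 h compound exposure at 37 C.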
# UbGFP stabilizer: ubiquitin-GFP accumulation via proteasome inhibition | Ubiquitin-GFP reporter cells, proteasome inhibition, GFP fluorescence; response scale: untreated = 0%, 10 µM MG-132 = 100% | Potency, µM (series often up to 45.9 µM), inactives show at the highest dose activation (GFP accumulation), actives largely listed as activators | 67,000 tested, under 10 active | AID 526; active means well fitted activation curve with a large enough effect, not every such curve was filed as active; inconclusive means small, poorly fitted or top-dose-only effect, or another doubt; inactive means no such curve, though single readings can be large or run the other way; further: potency means the concentration at half of the fitted maximal effect
#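 U2OS cells stably expressing ubiquitin(G76V)-GFP, seeded overnight in 0.5% FBS medium, were exposed to compounds (qHTS, 46 uM to 2.9 nM) for 4 hr at 37 °C. GFP-positive cells were counted by laser cytometry (488 ex/515 em), normalized between basal and 10 uM MG-132.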
# A350 fluor: A350 region autofluorescence; Compound autofluorescence, 340/450 nm, Alexa 350 dye-equivalents; stronger effect = higher value; max dye-equivalent concentration, M; 59,000 tested, 11% active; in the data active means max dye-equivalent concentration above about 10 nM; inconclusive means mostly about 1.1 nM to 9.6 nM
# ERK AVP inh: blocks ERK signaling stimulated by vasopressin. Potency, µM (titrated, usually from 57.5 µM), for inactives: at the top dose activity, negative = inhibition, usual class: inhibitors. HEK293-V1b, vasopressin-stimulated pERK AlphaScreen. 72,000 tested, 0.99% active; further: potency means the concentration at half of the fitted maximal effect; on the % scale 0 is the no-effect control and ±100 the full control effect; nearly all actives have a fitted effect of over 55% in size
#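 HEK293 cells stably expressing V1b receptor, seeded overnight in 1% FBS, were treated with compounds for 30 min at 37C, then stimulated 5 min with 25 nM vasopressin; phospho-ERK read by AlphaScreen SureFire after lysis.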
# CRE Fsk mod: alters forskolin-stimulated CRE reporter signaling in CHO cells. CHO CRE-bla reporter (cAMP response element driving beta-lactamase), forskolin EC10, beta-lactamase ratio. 71,000 tested, 2.5% active. Potency, µM (top dose mostly 38.2 µM), inactives show at the top dose activity change, negative = inhibition, hits mostly activators. AID 662; active means well fitted activation curve with a large enough effect in the signal ratio, with a control signal flat, not every such curve was filed as active; inconclusive means small, poorly fitted or top-dose-only effect, or effect the other way, or a change in a side signal; the % refers to the signal ratio; further: potency means the concentration at half of the fitted maximal effect; % of control where 0% means no effect
#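 Titrated compounds plus EC10 NKH 477 on CHO CRE-bla cells, 3 h, 37 °C. CCF4, 2 h RT. Ratio 460/530 nm → AC50.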
# HBB splice mod: hemoglobin beta splicing modulation; HBB splicing reporter cell assay, activation; EGFP reporter with mutant IVS2-654 intron; response scale: normalised to 500 nM splice-correcting PNA; Potency, µM (series often up to 46.1 µM), inactives show at the top dose activation, hits mostly activators; 65,000 tested, 0.06% active; further: potency means the concentration at half of the fitted maximal effect; 0% is about no effect
#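 HeLa cells stably expressing EGFP interrupted by mutant beta-globin intron 2 (IVS2-654), 500/well in 2% FCS. Treated with compound for 2 days at 37C. Splicing correction scored as total well GFP intensity (488 nm excitation, 500-520 nm emission); 500 nM antisense PNA served as control.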
# TexasRed autofl: Texas Red region autofluorescence. AID 587. Compound fluorescence, Texas Red channel, 547/618 nm; stronger effect = higher value. 59,000 tested, 0.06% active. max dye-equivalent concentration, M; in the data active means max dye-equivalent concentration above about 10 nM; inconclusive means between about 1.1 nM and that limit
#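 Compound titrations in 100 mM Tris pH 8.0 were incubated 15 min at room temperature and read at 547 nm excitation / 618 nm emission. Texas Red six-point standard curve on each plate converted fluorescence to dye-equivalent concentration.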
# Numbers without * were called inactive; i = inactive; ? = inconclusive; · = not tested or not shown; [ ] = another dose, or the depositor's remark. Unless noted, the call rests on the fitted dose curve; in most records, active means well fitted curve in the direction sought with a large enough effect; inconclusive means small, poorly fitted or top-dose-only effect, or another doubt; inactive means no such curve, though single readings can be large; an effect the other way counts as inactive or inconclusive.
# Start of the listing, in advance, 7 compounds:
SMILES,FLuc inh,4MU fluor,Fluorescein autfl,Hsp90 Hop PPI,GFP derepression,UbGFP stabilizer,A350 fluor,ERK AVP inh,CRE Fsk mod,HBB splice mod,TexasRed autofl
COc1ccc(C)cc1NC(=O)C1CCCN(S(=O)(=O)c2cnc[nH]2)C1 (stereo unspecified),1.5%,·,·,-0.6%,5.3%,0.0%,·,-18.8%,-3.9%,0.4%,·
O=C(O)c1cc(S(=O)(=O)NCc2ccco2)c(Cl)cc1Cl,3.0%,·,·,-0.2%,3.6%,20.1%,·,-11.5%,1.8%,-0.5%,·
CC(C)n1c(SCC(=O)c2ccc3c(c2)OCCO3)nc2c1c(=O)n(C)c(=O)n2C,1.6%,i,i,?,1.0%,4.7%,i,13.3%,14.2%,·,i
COc1cc(OC)cc(-c2nnc(SCC(=O)Nc3cc(C)on3)o2)c1,1.5%,?,?,-1.7%,-2.9%,5.7%,?,7.0%,-9.5%,-2.7%,i
CN1CCN(c2ccccc2NC(=O)c2ccc(OCc3ccccc3)cc2)CC1,0.1%,i,i,-4.4%,0.0%,-0.4%,i,?,-7.5%,0.2%,?
CC(=O)c1ccc(-n2nnnc2SCC(=O)N2CCc3ccccc3C2)cc1,-0.5%,i,i,-1.7%,2.4%,1.5%,i,-18.8%,-0.7%,·,i
O=C(c1cccnc1NCc1ccc(F)cc1)N1CCOCC1,4.7%,?,i,-0.5%,-2.9%,0.4%,?,-14.0%,2.6%,·,i

# Main list, repeating the preview:
SMILES,FLuc inh,4MU fluor,Fluorescein autfl,Hsp90 Hop PPI,GFP derepression,UbGFP stabilizer,A350 fluor,ERK AVP inh,CRE Fsk mod,HBB splice mod,TexasRed autofl
COc1ccc(C)cc1NC(=O)C1CCCN(S(=O)(=O)c2cnc[nH]2)C1 (stereo unspecified),1.5%,·,·,-0.6%,5.3%,0.0%,·,-18.8%,-3.9%,0.4%,·
O=C(O)c1cc(S(=O)(=O)NCc2ccco2)c(Cl)cc1Cl,3.0%,·,·,-0.2%,3.6%,20.1%,·,-11.5%,1.8%,-0.5%,·
CC(C)n1c(SCC(=O)c2ccc3c(c2)OCCO3)nc2c1c(=O)n(C)c(=O)n2C,1.6%,i,i,?,1.0%,4.7%,i,13.3%,14.2%,·,i
COc1cc(OC)cc(-c2nnc(SCC(=O)Nc3cc(C)on3)o2)c1,1.5%,?,?,-1.7%,-2.9%,5.7%,?,7.0%,-9.5%,-2.7%,i
CN1CCN(c2ccccc2NC(=O)c2ccc(OCc3ccccc3)cc2)CC1,0.1%,i,i,-4.4%,0.0%,-0.4%,i,?,-7.5%,0.2%,?
CC(=O)c1ccc(-n2nnnc2SCC(=O)N2CCc3ccccc3C2)cc1,-0.5%,i,i,-1.7%,2.4%,1.5%,i,-18.8%,-0.7%,·,i
O=C(c1cccnc1NCc1ccc(F)cc1)N1CCOCC1,4.7%,?,i,-0.5%,-2.9%,0.4%,?,-14.0%,2.6%,·,i
CC(CCN)(CCN)[N+](=O)[O-],0.5%[11.4 µM],i,i,-2.4%[11 µM],-2.2%[9.22 µM],1.4%[9.17 µM],i,1.5%[11.5 µM],-3.4%[7.6 µM],1.2%[9.22 µM],i
COc1nc(-c2ccc(C)cc2)ccc1-c1noc(-c2ccco2)n1,-5.0%,?,?,4.8%,3.5%,-12.1%,?,1.6%,?,1.5%,i
CCOC(=O)c1[nH]nc(C(=O)c2ccc(Br)cc2)c1O,1.9%,i,i,-2.0%,-2.0%,-1.2%,i,-8.8%,1.1%,0.0%,i
CCSC1=C(C#N)C(c2ccc(Cl)cc2)C2=C(CCCC2=O)N1 (stereo unspecified),1.4%,3.72e-08M*,i,2.9%,3.4%,0.9%,3.41e-08M*,-3.2%,-9.7%,·,i
Cc1ccc(S(=O)(=O)N2CCC(C(=O)N3CCC(C(=O)NCc4cccnc4)CC3)CC2)cc1,1.2%,i,i,?,2.1%,-1.2%,i,41.3%,?,-0.7%,i
COc1cccc(NC(=O)C2CCCN2C(=O)OCc2ccccc2)c1 (stereo unspecified),-0.3%,i,i,-2.3%,2.3%,11.0%,i,-9.9%,-4.4%,-0.3%,i
CCCc1nc(Nc2nc3ccccc3o2)nc(C)c1C(=O)OCC,-17.2%,1.28e-05M*,?,-2.8%,-3.3%,-3.1%,1.7e-05M*,-20.8%,21.2%,0.9%,i
CC1Oc2ccccc2N(CC(=O)Nc2ccc3c(c2)OCO3)C1=O (stereo unspecified),-0.8%,i,i,-2.2%,-1.2%,-1.1%,i,-7.0%,-7.5%,0.2%[57.5 µM],i
COc1ccccc1NC(=O)CC1Nc2ccccc2NC1=O (stereo unspecified),0.5%,i,i,-2.7%,0.0%,4.4%,i,-4.9%,?,-0.2%,i
CCOC(=O)CSCc1c(C#N)c2ccccc2n1C,-1.5%,i,?,4.0%,-1.0%,10.0%,?,4.0%,-16.8%,3.0%,i
Cc1cccc(N2CN=c3s/c(=C\c4ccncc4)c(=O)n3C2)c1,2.3%[25.5 µM],i,i,·,3.7%[20.6 µM],·,i,·,·,·,i
CCn1c(COc2cccc(OC)c2)nnc1SCC(=O)Nc1cc(OC)ccc1OC,-1.5%,i,i,-0.4%,0.0%,1.3%,i,-14.9%,?,·,?
CCN(CC)S(=O)(=O)c1ccc2c(c1)nc(SCC(=O)NC1CC1)n2-c1ccccc1OC,3.0%,i,?,-4.0%,-2.3%,-0.4%,i,-1.1%,?,-5.3%,i
Cc1ccc(C2C(C(=O)c3sc(C)nc3C)=C(O)C(=O)N2CCN2CCOCC2)o1 (stereo unspecified),-0.1%,i,?,-3.5%,-1.6%,1.7%,?,-14.9%,5.5%,-2.4%[57.5 µM],i
O=C(c1ccco1)N1CCN(C(=O)C2CCN(S(=O)(=O)c3cccs3)CC2)CC1,1.9%,i,i,-3.3%,-1.2%,8.4%,i,7.9%,?,3.1%,i
CCOC(=O)c1nn(-c2ccc(OC)cc2)c(=O)c2c(N)scc12,-6.5%,i,?,-13.2%,2.0%,-4.8%,i,?,6.4%,-2.5%,i

# Some of the entries above in another layout:
O=C(O)c1cc(S(=O)(=O)NCc2ccco2)c(Cl)cc1Cl
  FLuc inh: 3.0%
  4MU fluor: ·
  Fluorescein autfl: ·
  Hsp90 Hop PPI: -0.2%
  GFP derepression: 3.6%
  UbGFP stabilizer: 20.1%
  A350 fluor: ·
  ERK AVP inh: -11.5%
  CRE Fsk mod: 1.8%
  HBB splice mod: -0.5%
  TexasRed autofl: ·

CC1Oc2ccccc2N(CC(=O)Nc2ccc3c(c2)OCO3)C1=O (stereo unspecified)
  FLuc inh: -0.8%
  4MU fluor: i
  Fluorescein autfl: i
  Hsp90 Hop PPI: -2.2%
  GFP derepression: -1.2%
  UbGFP stabilizer: -1.1%
  A350 fluor: i
  ERK AVP inh: -7.0%
  CRE Fsk mod: -7.5%
  HBB splice mod: 0.2%[57.5 µM]
  TexasRed autofl: i

# Bioassay records deposited in PubChem BioAssay by National Center for Advancing Translational Sciences (NCATS).

# This is a subset; rates above refer to the full screens.
